Compound activity as filed in PubChem.
SRC1 TRFRET art: TR-FRET detection interference compounds, primary screen, artefact control for PPARgamma SRC-1 recruitment agonists, biochemical, TR-FRET emission ratio; TR-FRET detection artefact counter-screen; hits give high values; TR-FRET ratio at 8 µM; actives 0.34% (n = 99,000); AID 1051, 2008; in the data active means TR-FRET ratio above about 2300; further: inactives centre near 1800
SRC3 TRFRET art: TR-FRET detection interference compounds, artefact control for PPARgamma SRC-3 recruitment agonists, biochemical, TR-FRET ratio; actives 0.39% (n = 99,000); TR-FRET ratio at 8 µM; TR-FRET artefact counter-screen, PPARgamma/SRC-3 format; hits give high values; AID 1048, 2008; in the data active means TR-FRET ratio above about 2000; further: inactives centre near 1600
The depositor's hits bear a star. This is a subset; count on the stated rates, not on these rows.

SMILES | SRC1 TRFRET art | SRC3 TRFRET art
CC1(C(=O)O)Sc2[nH]c(=O)sc2C2c3ccccc3OC(=O)C21 (stereo unspecified) | 1660 | 1403
CCOc1ccc(C(CC(=O)O)NC(=O)C2c3ccccc3Oc3ccccc32)cc1 (stereo unspecified) | 2183 | 1841
O=C(COC(=O)CN1C(=O)C2CCCCC2C1=O)Nc1ccc(S(=O)(=O)N2CCOCC2)cc1 (stereo unspecified) | 1794 | 1712
COc1ccc(S(=O)(=O)N2CCC(NC(=O)N3CCOCC3)CC2)cc1 | 1881 | 1596
COCCNC(=O)/C(C#N)=C1\N=C(N)c2ccccc21 | 1784 | 1738
O=C(NNC(=O)C1CC1c1ccccc1)Nc1ccccc1 (stereo unspecified) | 1918 | 1696
Cc1ccc(Cl)cc1N1CCN(S(=O)(=O)c2cccc(S(=O)(=O)N3CCCC3)c2)CC1 | 1700 | 1482
Cc1ccc(NC(=O)c2ccc(OC(=O)C(C)Oc3ccc(Cl)cc3C)cc2)cc1 (stereo unspecified) | 1833 | 1627
O=S(=O)(c1ccccc1)n1cc(-c2ccccn2)c(N2CCOCC2)n1 | 1817 | 1570
COCC1CCCN(Cc2cn(-c3ccccc3)nc2-c2ccc3c(c2)OCO3)C1 (stereo unspecified) | 1691 | 1458
COc1cccc(C(=O)Oc2cc(C)[nH]c(=O)c2[N+](=O)[O-])c1 | 1735 | 1442
COc1ccc(CCN2C(=O)CC(C(C)c3ccccc3)C2=O)cc1OC (stereo unspecified) | 1900 | 1782
COC(=O)CSc1ccc(S(=O)(=O)N2CCC(C)CC2)cc1[N+](=O)[O-] | 1802 | 1620
COc1cc(/C=C2\C(=O)N(c3ccc(S(N)(=O)=O)cc3)N=C2C)ccc1OC(=O)c1ccco1 | 1921 | 1699
Cc1sc2ncn(CC(=O)NCc3ccco3)c(=O)c2c1-c1ccc(F)cc1 | 2042 | 1697
O=C1c2cccc3cccc(c23)C(=O)N1CCN1CCN(C(=S)Nc2ccc(F)cc2)CC1 | 2004 | 1710
Cc1ccc(-c2c(C(=O)N(C)Cc3ccccc3)oc(=O)c3ccccc23)cc1 | 1789 | 1762
CCC(=O)N(C)CCc1cc2c(c(OC)c1/C=N/NC(=O)c1ccc(Br)cc1)OCO2 | 1695 | 1627
CCCN1CNC(=S)N(c2ccccc2OC)C1 | 1678 | 1543
O=C(COC(=O)CCc1ccc(S(=O)(=O)N2CCOCC2)cc1)NC1CCCCCC1 | 1776 | 1604
O=C(NNC(=S)NC1CCCCC1)c1cccc(S(=O)(=O)Nc2ccccc2Cl)c1 | 1704 | 1510
C/C(CC(=O)Nc1ccc(C)c(Cl)c1)=N\NC(=O)c1ccco1 | 1996 | 1689
CC(C)(C)c1ccc(C(=O)Nc2ncn[nH]2)cc1 | 1954 | 1551
CC(C(=O)Nc1ccccc1C(=O)O)n1c(C(F)(F)F)nc2ccccc21 (stereo unspecified) | 1903 | 1579
CCOc1ccc(S(=O)(=O)NCCC(=O)OCC(=O)c2ccc[nH]2)cc1 | 1638 | 1483
Cc1cc(O)c(C(C)C)cc1NC(=O)c1ccccc1Cl | 1877 | 1704
O=C(COC(=O)c1ccc2ccccc2c1)NCCCc1ccccc1 | 1757 | 1600
COc1ccc(NC(=O)NNC(=O)c2ccccc2-n2cccc2)cc1OC | 1597 | 1573
O=C(N/N=C/c1ccc(O)cc1)c1cc(-c2ccc3c(c2)OCO3)n[nH]1 | 1783 | 1729
O=C(c1ccccc1Cl)N1CCC(O)(c2cccnc2)CC1 | 1886 | 1670
CC(=O)Nc1ccc(NC(=O)CCC(=O)OCC(=O)c2cccc([N+](=O)[O-])c2)cc1 | 1673 | 1539
CC(=O)c1ccc(NC(=S)NNC(=O)NC2CCCCC2)cc1 | 1798 | 1535
O=C1c2ccccc2C(=O)C1c1ccc(O)cc1 | 2190 | 1745
CC(C)(C)C(=O)COC(=O)c1cc(-c2cccnc2)nc2ccccc12 | 1825 | 1544
COc1ccc(NC(=O)C2CCN(C(=O)Cc3ccccc3)CC2)cc1OC | 1760 | 1569
Cc1ccc(-n2nnnc2SCC(=O)NC2CCCc3ccccc32)c(C)c1 (stereo unspecified) | 1762 | 1536
Cn1/c(=N\NC(=O)c2ccccc2Cl)sc2ccccc21 | 1688 | 1773
C=CCn1c(C(CCCC)CC(C)O)n[nH]c1=S (stereo unspecified) | 1941 | 1646
COCCNC(=S)N1CCN(S(C)(=O)=O)CC1 | 1676 | 1789
Cc1ccc(NC(=O)/C(C#N)=C/c2ccccc2C(F)(F)F)cc1 | 1530 | 1609
O=C(/C=C/c1c(Cl)nc2ccccn12)N1CCN(c2ccc(F)cc2)CC1 | 1833 | 1600
CCN(CC)S(=O)(=O)c1cc(C(=O)Oc2cccc(-c3cnc4ccccc4n3)c2)ccc1OC | 1844 | 1613
CCOC(=O)N1CCN(c2ccc(F)cc2[N+](=O)[O-])CC1 | 1961 | 1726
O=C(Nc1ccccc1)Nc1ccc(F)c([N+](=O)[O-])c1 | 1959 | 1771
CCS(=O)(=O)Nc1ccc(C2=NN(C(=S)Nc3ccccc3)C(c3ccco3)C2)cc1 (stereo unspecified) | 1854 | 1801

A few values from above.
COc1ccc(NC(=O)C2CCN(C(=O)Cc3ccccc3)CC2)cc1OC @ SRC1 TRFRET art = 1760
CC(=O)Nc1ccc(NC(=O)CCC(=O)OCC(=O)c2cccc([N+](=O)[O-])c2)cc1 @ SRC3 TRFRET art = 1539
Cc1ccc(-n2nnnc2SCC(=O)NC2CCCc3ccccc32)c(C)c1 (stereo unspecified) @ SRC1 TRFRET art = 1762
O=C(Nc1ccccc1)Nc1ccc(F)c([N+](=O)[O-])c1 @ SRC1 TRFRET art = 1959

(continued)
SMILES | SRC1 TRFRET art | SRC3 TRFRET art
CC(=O)Nc1ccccc1OCC(=O)NC(C)c1ccc(F)cc1 (stereo unspecified) | 1784 | 1697
CCN(CC)C(=O)C(=O)c1cccn1-c1cccc(OC)c1C#N | 1647 | 1792
CCc1cccc(CC)c1NC(=O)NC1CCCCC1 | 1616 | 1529
COc1cccc(NC(=O)N2CCC(n3nnc4ccccc43)CC2)c1 | 2116 | 1843
COCCNC(=O)CSc1ccccc1C(=O)O | 1982 | 1874
Cc1nnc(SCC(=O)N/N=C/c2cc(Cl)c(O)c(Cl)c2)s1 | 1453 | 1479
O=C1c2cccnc2C(=O)N1Cc1ccc2c(c1)OCO2 | 1852 | 1697
COc1cccc(OC)c1C(=O)OCC(=O)NCC(C)C | 1930 | 1698
Cc1nn(-c2ccccc2)c2c1C(c1ccc(Cl)cc1)N(c1ccccc1)C(=O)N2 (stereo unspecified) | 1683 | 1435
COC(=O)CCC(=O)Nc1sc(C)c(C)c1C(N)=O | 1822 | 1392
COC1=C(Nc2ccc(OC)cc2)C(=O)c2ccccc2C1=O | 1480 | 1556
Cc1cccc(C(=O)NCc2nnc(SCC(=O)NC(C)c3ccccc3)n2C)c1 (stereo unspecified) | 1900 | 1600
O=[N+]([O-])c1cc(Br)c(O)c(C=Nc2ccc(N3CCOCC3)cc2)c1 | 2849* | 2532*
Cc1nnc(SCC(=O)Nc2sc3c(c2C(=O)c2ccccc2)CCCC3)s1 | 1967 | 1817
Cc1ccc(Nc2c(-c3ccc(N4CCOCC4)cc3)nc3ncccn23)c(C)c1 | 1721 | 1634
CCC(C(=O)Nc1ncc(C)s1)c1ccccc1 (stereo unspecified) | 1793 | 1507
O=C(c1ccco1)N1CCN(S(=O)(=O)c2ccc([N+](=O)[O-])cc2)CC1 | 1524 | 1383
Cc1cc(NC(=O)c2ccc(S(=O)(=O)N3CCc4ccccc43)cc2)no1 | 1538 | 1516
COc1cc(CNCCN(C)C)c(Br)cc1OC1CCCC1 | 1773 | 1476
CCn1ncc(Br)c1C(=O)Nc1cccc(F)c1 | 1752 | 1374
Cc1cc(=O)[nH]c(CN2CCC(c3ccccc3)CC2)n1 | 1802 | 1590
COc1ccc(/C=C/C(=O)C2C(=O)C=C(C)OC2=O)cc1O (stereo unspecified) | 1900 | 1623
CCOC(=O)c1c(C)[nH]c(C(=O)COC(=O)CNC(=O)c2ccc(Cl)cc2)c1C | 1787 | 1633
CCN(CC(O)COCc1ccc(Cl)cc1)C1CCCCC1 (stereo unspecified) | 1891 | 1677
COc1cccc(NC(=O)CSc2nc3c(c(=O)n2C)SC(C)C3)c1 (stereo unspecified) | 1502 | 1347
COc1ccccc1Sc1nc(-c2ccccc2)ncc1OC | 1705 | 1635
Cc1cc(C(=O)OCC(=O)N2CCc3ccccc32)c(C)o1 | 1618 | 1441
NS(=O)(=O)c1ccc(NC(=S)NCc2cccc(Cl)c2)cc1 | 1873 | 1548
Cc1cc(C)c2nc(NC(=O)c3ccc4c(=O)n5c(nc4c3)CCCCC5)sc2c1 | 1733 | 1598
COc1ccccc1C1=NNC(=Nc2cccc(S(=O)(=O)N(C)C)c2)SC1 | 2153 | 1418

Arranged by heavy-atom count (ascending): part of the list above
SMILES | SRC1 TRFRET art | SRC3 TRFRET art
Cc1cc(=O)[nH]c(CN2CCC(c3ccccc3)CC2)n1 | 1802 | 1590
NS(=O)(=O)c1ccc(NC(=S)NCc2cccc(Cl)c2)cc1 | 1873 | 1548
COc1cccc(NC(=O)CSc2nc3c(c(=O)n2C)SC(C)C3)c1 (stereo unspecified) | 1502 | 1347
Cc1cc(NC(=O)c2ccc(S(=O)(=O)N3CCc4ccccc43)cc2)no1 | 1538 | 1516

The list goes on:
SMILES | SRC1 TRFRET art | SRC3 TRFRET art
O=c1c2[nH]c3ccccc3c2nc2n1CCS2 | 1667 | 1370
NC(=O)NCc1ccc(F)cc1 | 1899 | 1308
CC(=O)OCC(=O)C1=CCC2C3CCC4=CC(=O)C=CC4(C)C3(F)C(OC(C)=O)CC12C (stereo unspecified) | 1638 | 1714
Cc1cc(C)c(S(=O)(=O)N2CCCOC2CNC(=O)C(=O)NCc2ccco2)c(C)c1 (stereo unspecified) | 1845 | 1612
COc1cccc(NC(=O)COC(=O)C2CCN(S(=O)(=O)c3cccs3)CC2)c1 | 1831 | 1510
Cc1cccn2c(CN[C@H]3CCCCNC3=O)c(C(=O)N3CCOCC3)nc12 | 2098 | 1615
CC(C(=O)Nc1ccc(S(=O)(=O)N2CCOCC2)cc1)N1C(=O)C2CC=CCC2C1=O (stereo unspecified) | 1865 | 1718
O=C(CCNS(=O)(=O)c1cccc2nsnc12)NCc1ccccc1Cl | 1895 | 1499
CC(C)(C)NCc1cc(Cl)ccc1OCc1cccs1 | 1778 | 1750
Cc1cccc(OCCCC(=O)Nc2ccc(S(N)(=O)=O)cc2)c1 | 1922 | 1481
Cn1c(=O)c2c(nc(N/N=C/c3ccco3)n2C)n(C)c1=O | 1557 | 1862
Cc1ccc(C2=N/C(=C\c3ccc(OS(=O)(=O)c4ccc(C)cc4)cc3)C(=O)O2)cc1 | 1752 | 1403
CCN1CCN(C(=O)c2ccc(Cl)c(S(=O)(=O)N3CCCCCC3)c2)CC1 | 1812 | 1649
Cc1ccn2cc(-c3ccc(NC(=O)c4ccco4)cc3)nc2c1 | 2016 | 1692
Cc1cccc(Nc2nnc(-c3ccc(N4CCOCC4)c([N+](=O)[O-])c3)c3ccccc23)c1 | 1916 | 1599

One compound at a time (already shown). Values in the order: SRC1 TRFRET art | SRC3 TRFRET art
`Cc1cc(C)c2nc(NC(=O)c3ccc4c(=O)n5c(nc4c3)CCCCC5)sc2c1` is listed with 1733 | 1598
`COc1ccc(CCN2C(=O)CC(C(C)c3ccccc3)C2=O)cc1OC` (stereo unspecified) is listed with 1900 | 1782
`CC(=O)OCC(=O)C1=CCC2C3CCC4=CC(=O)C=CC4(C)C3(F)C(OC(C)=O)CC12C` (stereo unspecified) is listed with 1638 | 1714
`CCn1ncc(Br)c1C(=O)Nc1cccc(F)c1` is listed with 1752 | 1374
`COc1cc(/C=C2\C(=O)N(c3ccc(S(N)(=O)=O)cc3)N=C2C)ccc1OC(=O)c1ccco1` is listed with 1921 | 1699

Other records follow.
SMILES | SRC1 TRFRET art | SRC3 TRFRET art
O=C(N/N=C/c1ccccn1)c1cccc([N+](=O)[O-])c1 | 1747 | 1563
Fc1ccc(-c2c[nH]c(=S)n2Cc2ccccc2)cc1 | 1982 | 1494
COc1ccc(C(c2sc3nc(C)nn3c2O)N2CCN(Cc3ccccc3)CC2)cc1OC (stereo unspecified) | 1633 | 1395
COc1cccc(CNC(=O)CSc2cc(=O)n(C)c3ccccc23)c1 | 2682* | 2024
CCOc1ccc(Oc2nc(N(CC)CC)nc(N3CCOCC3)n2)nn1 | 1896 | 1316
CCOc1ccc(N(C(=O)CNC(=O)c2cccs2)C(C(=O)NCC2CCCO2)c2ccc(OC)c(OC)c2)cc1 (stereo unspecified) | 1560 | 1644
COc1ccc(O)c(C(=O)c2cc(C#N)c(=O)n(Cc3ccccc3)c2)c1 | 1656 | 1633
CC(NC(=O)c1ccc2nc[nH]c2c1)c1ccccc1 (stereo unspecified) | 1824 | 1635
COc1ccc2cc(N=Cc3nc(-c4ccc(C)cc4)oc3O)cnc2c1 | 2053 | 1746
O=C(O)CNc1ncccc1[N+](=O)[O-] | 1889 | 1720
Cc1cc(C)nc(NC(N)=NCCc2c[nH]c3ccccc23)n1 | 1744 | 1700
COc1cc(OC)c(NC(=O)CCCn2c(=O)oc3ccccc32)cc1Cl | 1589 | 1482
CC(C)(C)NC(=O)CSc1nc2ccc(Nc3nc(N4CCOCC4)nc(N4CCOCC4)n3)cc2s1 | 1688 | 1577
CC(C)(C)C(=O)N1N=C(c2ccc(NS(C)(=O)=O)cc2)CC1c1cccs1 (stereo unspecified) | 1715 | 1622
O=C(CCS(=O)(=O)c1ccccc1)Nc1cccc(-c2nc3ccccc3s2)c1 | 1645 | 1816
CCn1ncc(/C=N\NC(=O)Cc2ccc([N+](=O)[O-])cc2)c1C | 1737 | 1609
O=C(N/N=C/c1cccc(F)c1)c1c(O)c2c([nH]c1=O)CCCC2 | 1745 | 1514
COc1ccc(-c2ccnc3cc(C(=O)O)nn23)cc1 | 1592 | 1441
Brc1ccccc1OCCNCc1ccccc1 | 1575 | 1335
CCOC(=O)c1[nH]c2ccccc2c1NC(=O)c1ccc(S(=O)(=O)N(C)C)cc1 | 1808 | 1462
O=C1C2CC=CCC2C(=O)N1c1ccc(NCCc2ccccc2)c([N+](=O)[O-])c1 (stereo unspecified) | 1431 | 1270
